Source: PubChem
SV40 large T antigen: SV40 large T antigen inhibitors, biochemical (AID 1903) | SV40 large T antigen ATPase/helicase inhibition assay; higher % means a stronger effect | inhibition, % at 20 µM; hits with a dose series show IC50 in µM | hit rate 0.39% among 310,000; in the data active = a potency from the dose series; inconclusive = inhibition mostly from about 32% at the one dose, without a potency; inactive = the rest, 99 in 100 with inhibition below about 32%; note: strong numbers were not always called active
RSV antiviral HEp-2: inhibition of RSV-induced cytopathic effect – HEp-2 cells, primary 10 µM value included (AID 2391). HEp-2 cells, RSV-induced CPE inhibition; higher % means a stronger effect. hit rate 0.13% among 310,000. CPE inhibition, % at 10 µM, or IC50 in µM where a hit was titrated; in the data active = a potency from the dose series; inconclusive = CPE inhibition mostly from about 23% at the one dose, without a potency; inactive = the rest, 99 in 100 with CPE inhibition below about 21%; note: strong numbers were not always called active
PhoP inhibition: PhoP-dependent GFP reporter repression – Salmonella Typhimurium, primary screen (AID 1863); S. Typhimurium PhoP-regulated promoter GFP reporter, 4 h; higher % means a stronger effect; inhibition, % at 50 µM; hits with a dose series show IC50 in µM; hit rate 0.16% among 300,000;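 active = inhibition over 29.93%, a cutoff 3 SD above the screen mean, later confirmed by dose response; inconclusive = inhibition over 29.93% but no dose response follow-up; inactive = inhibition at most 29.93% or unconfirmed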;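 note: 0% = low Mg2+ inducing control and 100% = high Mg2+ repressing control; strong numbers were not always called active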
T cell modulator: modulates CD8 T cell binding to vesicles | 2C CD8+ T cell-vesicle binding, flow cytometry; hits give low values | hit rate 0.068% among 330,000 | AID 2052 | calls only at 7 µM;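 active = response, share of CD8 T cells binding vesicles, and their 90th percentile fluorescence all below set limits, cut at about 80% in these data, passing the limit was not always enough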
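incubation = binding step 1.5 h, 37 °C, antibody labelling 20 min, ice | test system = 2C mouse CD8+ T cells | read-out basis = percent CD8+ FL2 mean versus row control | controls = Peptide-free naked vesicles (low) and QL9 vesicles with 0.7% DMSO vehicle (high) | detection = flow cytometry of vesicle-bound cells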
Rac1 GTP hydrolysis: MgcRacGAP GTPase-activating activity inhibitors, confirmation, biochemical, ADP Hunter fluorescence | inhibition, % at 30 µM, or IC50 in µM where a hit was titrated | AID 624330 | hit rate 0.6% among 340,000 | MgcRacGAP-stimulated Rac1 GTP hydrolysis, ADP Hunter fluorescence; higher % means a stronger effect; GST-tagged Rac1 F28L mutant substrate;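 active = first-screen hits whose inhibition reached a set limit at any dose in the follow-up dose series; inconclusive = inhibition above the set first-screen limit but never retested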;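 note: fluorescence reports GDP produced by GAP-driven GTP hydrolysis; strong numbers were not always called active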
WT yeast gro inh: growth inhibition of WT yeast, mitochondrial fusion screen; AID 1362; inhibition, % at 10 µM; hit rate 2.1% among 190,000; mitochondrial fusion phenotypic screen, WT strain; in the data active = inhibition above about 58%; tested in S. cerevisiae
West Nile virus CPE: inhibition of WNV-induced cytopathic effect – cell-based, CPE readout (AID 1621); one-dose CPE inhibition, % at 10 µM; IC50 in µM for titrated hits; hit rate 0.02% among 290,000; West Nile virus-infected cells, CPE inhibition; higher % means a stronger effect; in the data active = a potency from the dose series; inconclusive = CPE inhibition mostly from about 3.7% at the one dose, without a potency; inactive = the rest, 99 in 100 with CPE inhibition below about 2.2%; note: strong numbers were not always called active
Myeloid diff MLP: compounds promoting myeloid differentiation. ER-HoxA9 myeloid progenitors, lysozyme-GFP differentiation, flow cytometry. calls only at 10 µM. hit rate 1% among 360,000;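 active = normalized GFP-positive differentiation at or above the plate's own cutoff, the solvent-only control mean plus 3 SD; inconclusive = no clear call, values can overlap the other calls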;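 note: cells exposed to compound for four days before flow analysis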
b-catenin transl: beta-catenin nuclear translocation modulation; hit rate 0.3% among 190,000; nuclear translocation activity, % at 5 µM; HeLa beta-catenin nuclear translocation, immunofluorescence imaging;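 active = nuclear translocation activity above 50% at 5 µM, with a well cell count of 50 or more; inconclusive = wells under 50 cells across six images, flagged as toxic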;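 note: per-cell ratio of nuclear to cytoplasmic median beta-catenin stain intensity; plate controls were DMSO negative control for no effect and GSK-3 inhibitor IX positive control for full effect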
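Read-out: Nuclear/cytoplasmic beta-catenin signal ratio, % activation | Assay system: Human HeLa cell line | Times: 24 h compound exposure at 37°C, 5% CO2 | Signal: Fluorescence imaging of beta-catenin antibody stain plus DAPI | Dosing: 5 µM primary, 0.02–20 µM confirmation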
WT yeast gro inh mutant strain: recorded beside WT yeast gro inh, whose call it bears; inhibition, %; mitochondrial fusion phenotypic screen, mutant strain inhibition
b-catenin transl cell count 5 µM: also measured in b-catenin transl; calls as there; cell count; measured here: cell count, cytotoxicity flag
T cell modulator vesicle-bound %: second read-out of T cell modulator, no call of its own (marks repeat the call); double positive events, %; measured here: CD8+ vesicle-bound cell fraction;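 binding gate set so that unloaded-vesicle control wells show 10% double positive cells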
Myeloid diff MLP GFP+ MAC1+ %: recorded beside Myeloid diff MLP, whose call it bears; GFP+ MAC1+ double positive, %; measured here: differentiation confirmed by MAC1 staining
* = called active by the depositor; i = inactive; ? = inconclusive; nt = not tested or not shown; + = active, no number.

SMILES	SV40 large T antigen	RSV antiviral HEp-2	PhoP inhibition	T cell modulator	T cell modulator vesicle-bound %	Rac1 GTP hydrolysis	WT yeast gro inh	WT yeast gro inh mutant strain	West Nile virus CPE	Myeloid diff MLP	Myeloid diff MLP GFP+ MAC1+ %	b-catenin transl	b-catenin transl cell count 5 µM
Cc1nc2nc(C)c(CCC(=O)NCc3ccc4c(c3)OCO4)c(C)n2n1	12%	-1.0%	1%	i	30	3%	7	-7	-0.2%	i	0.7	-5.0	856
CC1CC(C)(C)CC2(C1)NC(=O)N(CC(=O)NCCc1ccc3c(c1)OCCO3)C2=O (stereo unspecified)	-2%	1.0%	-1%	i	24	4%	1	3	-0.9%	i	0.9	-0.7	1156
Cn1cccc1CNC(=O)Nc1ccc(Cl)cc1	5%	4.2%	2%	i	24	10%	6	-5	-0.3%	i	0.9	0.4	1379
COc1ccc(CCN(C)C2CCCN(S(=O)(=O)C(C)C)C2)cc1OC (stereo unspecified)	9%	-0.1%	-4%	i	57	0%	nt	nt	0.1%	i	0.4	nt	nt
O=C(Nc1ccccc1)Nc1nnc(Cc2ccccc2F)s1	15%	16%	1%	i	55	5%	nt	nt	-1.4%	i	1.1	nt	nt
CCOc1ccccc1N(C)C(=O)CCS(=O)(=O)c1ccc2c(c1)NC(=O)C(C)S2 (stereo unspecified)	9%	nt	-5%	i	30	9%	nt	nt	-0.2%	i	3.9	nt	nt
COc1ccc(OC)c(C(=O)CN2CCN(S(=O)(=O)c3ccc(Br)cc3)CC2)c1	6%	0.6%	-6%	i	54	5%	1	9	-0.1%	i	0.4	nt	nt
COc1cccc(CNC(=O)CCC2CCCN(c3cc(C)nc(N(C)C)n3)C2)c1 (stereo unspecified)	nt	1.2%	nt	i	48	7%	2	19	0.5%	i	0.6	0.2	1020
COC(=O)c1cccc(NC(=S)N2CCCCC2)c1	7%	-0.1%	-1%	i	35	2%	11	20	0.1%	i	0.6	4.9	922
Cc1ccc(-n2c3c(cc(C(=O)O)c2=O)C(=O)CC(C)(C)C3)cc1	0%	0.8%	11%	i	22	5%	0	-2	0.5%	i	1.0	nt	nt
C[C@@H]1CCC(=O)N(C[C@@H](C)CC#N)CC1	4%	-1.0%	8%	i	24	-4%	nt	nt	-0.3%	i	2.0	nt	nt
N#CC(C(=O)c1ccccc1)=C1SCCS1	7%	nt	-6%	i	38	nt	nt	nt	-0.1%	i	0.5	-2.2	1195
O=C1NN(c2cccc(Br)c2)C(=O)/C1=C\c1ccc(O)cc1	17µM*	1.8%	2%	i	52	14%	nt	nt	0.4%	i	0.8	nt	nt
O=C(O)C1CSC(c2ccccc2)N1C(=O)c1ccco1 (stereo unspecified)	5%	0.1%	-12%	i	22	9%	11	15	0.7%	i	0.7	nt	nt
CCOC(=O)c1c(C)nsc1NC(=O)c1ccco1	12%	0.3%	-6%	i	59	8%	nt	nt	-0.1%	i	0.4	nt	nt
O=C(O)COc1cccc2ccccc12	0%	nt	-15%	i	30	-1%	11	1	0.2%	i	7.4	-1.3	1084
CCOC(=O)CSc1nc(N)c(C#N)c(-c2ccc(OC)cc2)c1C#N	11%	0.0%	3%	i	33	4%	9	-12	0.9%	i	1.4	-0.3	1166
COC(=O)Cc1[nH]n(-c2nc3ccccc3s2)c(=O)c1C(C)=Nc1ccc(Cl)cc1	9%	4.1%	-7%	i	24	11%	nt	nt	-0.3%	i	0.3	-1.1	1329
c1ccc(-c2nnc(CSc3ccc4c(c3)OCCO4)o2)cc1	22%	4.9%	0%	i	29	8%	-14	-5	-0.2%	i	0.3	-4.7	1071
CCOC(=O)N1CCC(NC(=O)CCN2C(=O)C3C4C=CC(C4)C3C2=O)CC1 (stereo unspecified)	-1%	1.4%	-9%	i	38	6%	-5	-7	0.2%	i	1.4	-1.5	1123

An excerpt of these results, with bars between the fields:
canonical_smiles | SV40 large T antigen | RSV antiviral HEp-2 | PhoP inhibition | T cell modulator | T cell modulator vesicle-bound % | Rac1 GTP hydrolysis | WT yeast gro inh | WT yeast gro inh mutant strain | West Nile virus CPE | Myeloid diff MLP | Myeloid diff MLP GFP+ MAC1+ % | b-catenin transl | b-catenin transl cell count 5 µM
N#CC(C(=O)c1ccccc1)=C1SCCS1 | 7% | nt | -6% | i | 38 | nt | nt | nt | -0.1% | i | 0.5 | -2.2 | 1195
COc1cccc(CNC(=O)CCC2CCCN(c3cc(C)nc(N(C)C)n3)C2)c1 (stereo unspecified) | nt | 1.2% | nt | i | 48 | 7% | 2 | 19 | 0.5% | i | 0.6 | 0.2 | 1020
CC1CC(C)(C)CC2(C1)NC(=O)N(CC(=O)NCCc1ccc3c(c1)OCCO3)C2=O (stereo unspecified) | -2% | 1.0% | -1% | i | 24 | 4% | 1 | 3 | -0.9% | i | 0.9 | -0.7 | 1156
O=C(Nc1ccccc1)Nc1nnc(Cc2ccccc2F)s1 | 15% | 16% | 1% | i | 55 | 5% | nt | nt | -1.4% | i | 1.1 | nt | nt
CCOC(=O)c1c(C)nsc1NC(=O)c1ccco1 | 12% | 0.3% | -6% | i | 59 | 8% | nt | nt | -0.1% | i | 0.4 | nt | nt
COC(=O)Cc1[nH]n(-c2nc3ccccc3s2)c(=O)c1C(C)=Nc1ccc(Cl)cc1 | 9% | 4.1% | -7% | i | 24 | 11% | nt | nt | -0.3% | i | 0.3 | -1.1 | 1329

Reformatted: entries from further up
Molecule | SV40 large T antigen | RSV antiviral HEp-2 | PhoP inhibition | T cell modulator | T cell modulator vesicle-bound % | Rac1 GTP hydrolysis | WT yeast gro inh | WT yeast gro inh mutant strain | West Nile virus CPE | Myeloid diff MLP | Myeloid diff MLP GFP+ MAC1+ % | b-catenin transl | b-catenin transl cell count 5 µM
COc1ccc(OC)c(C(=O)CN2CCN(S(=O)(=O)c3ccc(Br)cc3)CC2)c1 | 6% | 0.6% | -6% | i | 54 | 5% | 1 | 9 | -0.1% | i | 0.4 | nt | nt
c1ccc(-c2nnc(CSc3ccc4c(c3)OCCO4)o2)cc1 | 22% | 4.9% | 0% | i | 29 | 8% | -14 | -5 | -0.2% | i | 0.3 | -4.7 | 1071

The list goes on.
SMILES	SV40 large T antigen	RSV antiviral HEp-2	PhoP inhibition	T cell modulator	T cell modulator vesicle-bound %	Rac1 GTP hydrolysis	WT yeast gro inh	WT yeast gro inh mutant strain	West Nile virus CPE	Myeloid diff MLP	Myeloid diff MLP GFP+ MAC1+ %	b-catenin transl	b-catenin transl cell count 5 µM
Cc1ccc(NC(=O)CSCc2cc(=O)n3nc(C4CC4)sc3n2)cc1	9%	nt	-8%	i	22	9%	nt	nt	1.2%	i	5.3	nt	nt
O=C(CCc1nnc(-c2ccccc2)o1)c1ccc(Cl)cc1	11%	4.7%	2%	i	53	-8%	nt	nt	0.1%	i	1.3	2.0	1298
CP(=O)(Nc1cc(Cl)ccc1Cl)c1nc2c(s1)CCCC2 (stereo unspecified)	12%	3.8%	-9%	i	22	8%	nt	nt	0.3%	i	0.6	-0.5	1339
CCCCn1c(N)c(N(CCC(C)C)C(=O)C2CC(=O)N(Cc3ccc(C)cc3)C2)c(=O)[nH]c1=O (stereo unspecified)	17%	-1.3%	-7%	i	24	0%	nt	nt	nt	i	0.5	nt	nt
CC(C)N(C(=O)Cn1c(SCC(=O)N2CCN(c3ccccc3)CC2)nc2ccccc21)C(C)C	nt	0.8%	nt	i	10	nt	nt	nt	-0.3%	nt	nt	4.5	579
Cc1ccc(C)c(NC(=O)CCc2nnc3ccc(N4CCCCC4)nn23)c1	13%	0.3%	7%	i	10	3%	nt	nt	0.0%	i	1.3	nt	nt
O=C1c2cccc(O)c2C(=O)c2c(O)cccc21	22%	9.7%	3%	i	48	nt	17	21	-0.6%	nt	nt	nt	nt
CC(C)NC(=O)CN1CCN(Cc2nc(-c3cccs3)no2)CC1	3%	-0.6%	4%	i	11	2%	-4	-2	0.1%	i	0.0	-3.1	928
CCO[C@H]1OC(C(=O)NC2CC2)=C[C@@H](C2CC2)[C@@H]1CCCO	3%	0.7%	-8%	i	34	9%	2	0	-0.3%	i	0.4	-2.0	1122
COc1ccc(OC)c(C2=NOC(C(=O)Nc3cccc(C(C)=O)c3)C2)c1 (stereo unspecified)	1%	0.5%	11%	i	53	-1%	3	-8	-0.2%	+	3.0*	-6.3	998
CCOC(=O)NC(=O)/C(C#N)=N\Nc1cccc(Cl)c1	19%	-1.6%	0%	i	27	13%	nt	nt	-0.3%	i	0.3	-1.4	1296
CCCCN(C(=O)c1ccc(N2CCCC2=O)cc1)c1c(N)n(Cc2ccccc2)c(=O)[nH]c1=O	6%	-2.4%	2%	i	31	7%	nt	nt	nt	i	1.6	nt	nt
Cc1cc(C)cc(N(CC(=O)N2CCOCC2)S(=O)(=O)c2ccccc2)c1	0%	2.8%	-4%	i	37	0%	-19	-13	-0.1%	i	0.5	-0.9	1120
CC(Sc1nc2cc(Cl)ccc2s1)C(=O)Nc1cccc(S(=O)(=O)N2CCOCC2)c1 (stereo unspecified)	-4%	?	-5%	i	10	-4%	25	17	-1.8%	i	1.5	0.3	1027
CCn1c(O)c(N=NC(=O)Cn2ccc(C(F)(F)F)n2)c2ccccc21	2%	3.0%	8%	i	34	5%	23	-7	-0.6%	i	0.8	-0.6	901
CC(=O)C1=C(C)NC(=S)NC1c1cc([N+](=O)[O-])ccc1O (stereo unspecified)	31%	0.0%	-7%	i	38	9%	nt	nt	0.6%	i	0.7	1.1	1194
CCCN(CC1CC1)C(=O)COC(=O)c1[nH]c(C)c(C(=O)OCC)c1C	9%	-0.6%	20%	i	32	3%	12	-3	-0.5%	i	6.7	nt	nt
CCCCCCn1c(Br)nc2c1c(=O)n(C)c(=O)n2C	2%	0.9%	6%	i	58	3%	-11	-38	-1.2%	i	0.2	-1.1	984
CCOc1ccccc1NS(=O)(=O)c1cn(C)nc1C	-4%	2.8%	-5%	i	50	4%	-2	1	0.0%	i	0.3	-0.9	1152
CCn1nc(NS(=O)(=O)c2ccc([N+](=O)[O-])cc2)c2cc3cc(C)ccc3nc21	13%	2.6%	-5%	i	56	16%	nt	nt	-0.3%	i	1.1	nt	nt
